Source: PubChem BioAssay (several laboratories)
PP5 inh = blocks human protein phosphatase 5 activity; actives 0.18% (n = 320,000); purified PP5c, OMFP substrate fluorescence; P53041; inhibition, % at 6.7 µM; AID 1987;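 active = inhibition above the campaign's mean inhibition across all tested compounds plus 3 SD, cut at about 9.5% in these data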;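 also: 0% = DMSO only and 100% = 100 µM cantharidin control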
VLA-4 inh = inhibition in a human VLA-4 binding assay; actives 0.2% (n = 330,000); AID 2557; VLA-4 expressing cells, ligand binding flow cytometry; inhibition, % (about 7 µM as worked out from the volumes in the protocol); in the data active = inhibition above about 50%
JMJD2C inh = blocks human GASC-1 demethylase activity. Q9H3R0. GST-JMJD2C(1-420) H3K9me3 demethylation, DELFIA europium. inhibition, % at 2.35 µM. actives 0.069% (n = 330,000);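 active = more than half of a compound's replicate wells show inhibition beyond 50%, single wells judged on their own value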;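 also: signal counts dimethyl H3K9 product captured on neutravidin plate; 0% = median of DMSO wells and 100% = 0.3 times that DMSO median; strong numbers were not always called active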
CTSL1 counter = counter-screen for PFM18AAP inhibitors: inhibitors of F. hepatica cathepsin L1; inhibition, % at 5.96 µM; actives 0.49% (n = 300,000); recombinant F. hepatica cathepsin L1, Z-Leu-Arg-MCA fluorescence;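 active = inhibition above the mean of all tested compounds plus 3 SD, set per screening campaign, cut at about 17% in these data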;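 also: 0% = plate median of test compound wells and 100% = 1 µM Z-Phe-Ala-diazomethylketone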
procasp3 activ = activators of human procaspase-3; P42574; recombinant procaspase-3 D3A, Ac-DEVD-pNA absorbance 405 nm; activation, % at 8.5 µM; actives 0.11% (n = 330,000); AID 463141;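 active = activation above the mean of all tested compounds plus 3 SD, cut at about 21% in these data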;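 also: 0% = DMSO alone and 100% = DMSO wells spiked with extra 5 µM PC-3 D3A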
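System: Procaspase-3 D3A mutant. Medium: Zinc-free 300 mM NaCl, 50 mM HEPES, 0.01% Triton X-100. Schedule: 1 h preincubation plus 2 h reaction at 25 °C. Measured by: 405 nm absorbance of p-nitroaniline, reads at 0 and 120 min. Read-out: percent activation relative to control range.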
GRK2 inh = human GRK2 inhibition via aptamer displacement | P25098 | bead flow cytometry, FAM-aptamer displacement from GRK2 | inhibition of aptamer binding, % at 10 µM | actives 0.59% (n = 330,000);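 active = inhibition of aptamer binding above 40%, roughly 3 SD of noise, on plates passing a quality check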;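 also: median bead fluorescence of bound FAM aptamer so fluorescent compounds give negative values; no value below 0 was filed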
Target sequence (P25098 whole entry, looked up): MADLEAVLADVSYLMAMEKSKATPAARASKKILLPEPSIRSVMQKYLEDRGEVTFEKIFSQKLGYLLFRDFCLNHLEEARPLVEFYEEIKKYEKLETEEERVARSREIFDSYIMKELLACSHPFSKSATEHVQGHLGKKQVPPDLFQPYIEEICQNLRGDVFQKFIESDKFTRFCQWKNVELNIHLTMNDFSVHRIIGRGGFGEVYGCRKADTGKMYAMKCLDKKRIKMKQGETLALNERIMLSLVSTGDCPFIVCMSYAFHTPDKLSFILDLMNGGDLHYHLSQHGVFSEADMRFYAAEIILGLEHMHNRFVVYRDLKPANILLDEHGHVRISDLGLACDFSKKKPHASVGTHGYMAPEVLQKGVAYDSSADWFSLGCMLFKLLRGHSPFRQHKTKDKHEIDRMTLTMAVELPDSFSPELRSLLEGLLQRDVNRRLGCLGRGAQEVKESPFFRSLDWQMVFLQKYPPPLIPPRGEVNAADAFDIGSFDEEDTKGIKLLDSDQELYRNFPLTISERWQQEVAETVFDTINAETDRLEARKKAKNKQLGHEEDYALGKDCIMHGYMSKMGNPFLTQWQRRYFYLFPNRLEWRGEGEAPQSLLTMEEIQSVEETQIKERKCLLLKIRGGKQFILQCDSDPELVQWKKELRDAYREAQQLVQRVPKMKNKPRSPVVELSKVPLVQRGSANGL
proCasp7 act = activates human procaspase-7, counter-screen for procaspase-3 activators; P55210; actives 0.093% (n = 330,000); activation, % at 8.5 µM; recombinant procaspase-7, Ac-DEVD-pNA absorbance 405 nm; D23A/D198A/D206A triple mutant, cannot self-cleave; scale: DMSO 0, 5 µM enzyme 100; AID 463210;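 active = percent activation above the screen-wide mean plus 3 SD, cut at about 25% in these data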
Target sequence (P55210 whole entry D23A/D198A/D206A): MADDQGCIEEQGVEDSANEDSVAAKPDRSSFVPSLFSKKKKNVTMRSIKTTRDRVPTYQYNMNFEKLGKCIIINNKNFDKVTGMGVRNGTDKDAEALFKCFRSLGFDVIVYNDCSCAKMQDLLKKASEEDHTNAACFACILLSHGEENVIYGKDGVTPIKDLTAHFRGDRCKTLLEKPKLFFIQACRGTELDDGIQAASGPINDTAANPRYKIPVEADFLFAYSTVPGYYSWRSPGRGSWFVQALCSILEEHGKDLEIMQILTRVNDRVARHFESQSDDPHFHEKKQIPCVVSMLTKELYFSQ
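Assay system: Uncleavable procaspase-7 mutant enzyme | Input: 2 µM procaspase-7 mutant as dispensed | Timing: 1 h compound preincubation, 2 h substrate cleavage, 25 °C | Repeats: One well per compound | Control set: DMSO wells as 0%, DMSO with 5 µM added PC-7 as 100% | Technique: Epi-absorbance of released pNA at 405 nm, two timepoints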
HCV core dimer = blocks dimerization of HCV core protein | inhibition, % at 5 µM | TR-FRET GST/Flag-core106 dimerization, 1536-well | actives 0.33% (n = 300,000) | AID 1899;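 active = inhibition above the mean of all tested compounds plus 3 SD, set per screening campaign, cut at about 45% in these data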
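assay system = GST-tagged and Flag-tagged HCV core protein residues 1-106 | controls = unlabelled core106 and no-GST-core106 wells | incubation = compound-protein-antibody incubation 4 h at 22.5 °C | probe or stimulus = Eu donor and XL665 acceptor anti-tag antibodies | read-out = % inhibition based on acceptor/donor emission ratio | signal = TR-FRET 671 and 617 nm emission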
PP1 inh = counter-screen for PP5 inhibitors: inhibitors of human PP1-alpha; P62136; purified PP1alpha, OMFP fluorescence; inhibition, % at 6.7 µM; actives 0.9% (n = 320,000); AID 2235;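 active = inhibition above the mean inhibition of all tested compounds plus 3 SD, computed separately for each screening campaign, cut at about 15% in these data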
Active calls of the source: *; i = inactive; . = no result given; & = joins results of further samples.

SMILES	PP5 inh	VLA-4 inh	JMJD2C inh	CTSL1 counter	procasp3 activ	GRK2 inh	proCasp7 act	HCV core dimer	PP1 inh
Cc1[nH]c2ccccc2c1-c1nc2ccccc2[nH]c1=O	2.5	-6	25	1	0	0	6	0	1
COc1ccccc1N(C)S(=O)(=O)c1ccc(C)c(C(=O)Nc2nccs2)c1	-1.0	7	3	-2	1	1	0	4	-7
CCOc1ccc(CN2CCN(Cc3cccn3-c3cccnc3)CC2CCO)cc1 (configuration not stated)	4.3	-3	-4	0	12	0	14	-1	0
C=CCn1c(COc2cccc(C)c2)nnc1SC(C)C(=O)NC1CC1 (configuration not stated)	1.2	19	-8	.	1	0	1	.	-4
COc1ccc(N2CCN(C(=O)CSc3ncnc4scc(-c5ccc(C)cc5)c34)CC2)cc1	2.6	-3	2	-2	9	4	-4	10	26*
COCCNC(=O)c1cc(S(=O)(=O)N(C)c2ccccc2OC)ccc1C	-2.5	2	-6	4	-4	0	-2	1	-2
CC(C)(C)NC(=O)CC1C[C@H](C(=O)N2CCCCC2)[C@@]2(CCc3ccccc3)c3[nH]c4ccccc4c3CCN2C1=O (some centres not stated)	.	-6	5	.	4	0	13	.	.
CN1CCN(S(=O)(=O)c2ccc(NC(=O)c3cccc(F)c3)cc2)CC1	0.7	21	1	-4	10	0	-2	-2	3
CC(=O)Nc1ccc(C2Nc3cc(C)c(C)cc3NC3=C2C(=O)CC(C)(C)C3)cc1 (configuration not stated)	2.2	5	3	4	2	0	-4	-22	0
CCc1noc(C)c1C(=O)N1CCCSC1=Nc1ccccc1	2.0	-8	-2	5	-2	0	-6	-1	-9
O=C(CSc1nnc(-c2cccc(S(=O)(=O)N3CCCC3)c2)n1-c1ccccc1)Nc1ccc(C(=O)O)cc1	1.2	3	3	-3	7	0	13	1	4
CCCNC(=O)c1ccc(N(Cc2ccccc2)S(C)(=O)=O)cc1	-0.4	-3	-26	4	8	3	5	-2	-4
Cc1ccc(NC(=O)c2ccccc2)cc1	-0.1	-6	5	3	-1	5	0	1	-3
O=S(=O)(c1ccccc1)N(CC(O)CN1CCOCC1)c1ccccc1 (configuration not stated)	2.9	0	-3	-1	4	1	10	1	2
Cc1nc2ccc(NC(=O)c3ccc(C)c(S(=O)(=O)N4CCOCC4)c3)cc2s1	0.1	-1	-6	.	-8	3	7	.	0
Cc1ccccc1COc1ccc(/C(O)=C2/C(=O)C(=O)N(CCCn3ccnc3)C2c2ccco2)cc1 (configuration not stated)	2.6	-5	8	-2	-26	0	-89	7	18*
O=C(NCCc1ccccc1)c1cnc(Cl)c(Cl)c1	-0.3	-4	-6	1	7	0	-8	-5	-6
CCC(COC(=O)Nc1ccccc1)NC(=O)OC(C)C (configuration not stated)	2.8	-14	2	-1	-4	2	1	-3	1
O=C(Nc1ccccc1F)c1ccc(-c2cccc([N+](=O)[O-])c2)o1	3.9	-10	0	-1	2	0	4	7	0
COc1cc(C(=O)OCC(=O)NC(C)CCc2ccccc2)cc(OC)c1OC (configuration not stated)	1.3	6	-4	1	-10	0	2	0	2
CC(Cc1cccs1)NC(=O)Nc1ccc(Cl)c(Cl)c1 (configuration not stated)	-1.8	-1	-2	0	-2	0	0	7	0
Clc1ccc(Cc2ccccc2)nn1	1.6	-16	-8	-2	0	0	6	-2	10
O=C(NC1CCCCCC1)C1CCN(S(=O)(=O)c2cccc3cccnc23)CC1	-1.2	29	17	-1	-1	2	1	-1	-6
Cc1ccc(-c2ocnc2C(=O)Nc2ccccc2C(=O)N2CCCC2)cc1	1.5	0	1	1	-1	1	-6	6	-1
CCCNC(=O)Cc1c(O)c2ccccc2[nH]c1=O	-1.4	2	1	1	-2	1	5	-3	-4
CCc1ccc(NC(=O)C(C)OC(=O)C2CCN(c3ccc(C(F)(F)F)cn3)CC2)cc1 (configuration not stated)	1.3	12	-13	-5	3	1	10	0	5
CCCc1ccc2oc(C(=O)N(Cc3nccn3C)C(C)C)c(C)c2c1	1.1	4	1	2	-6	0	3	0	3
O=C(c1ccccc1)c1nn(-c2ccc(Cl)cc2)cc1C(=O)c1cc2ccccc2oc1=O	2.9	1	-23	-2	-1	0	7	13	1
Cc1ccc(-c2sc(C)nc2CC(=O)O)cc1	-0.7	1	2	-4	1	2	7	-1	-5
CCCCn1c(CN2CCN(CCO)CC2)nc2ccccc21	0.3	25	-2	0	4	0	0	-5	8
CCc1ccc2[nH]c(O)c(N=Nc3nc(-c4ccccc4)cs3)c2c1	5.7	2	-20	2	-16	1	-16	-2	6
CCOc1ccc(NC(=O)CN(C)CC(=O)Nc2ccc(F)c(F)c2F)cc1OCC	-1.6	-1	6	3	2	0	4	-4	-1
COc1cc2cc(C(=O)N(C)C3CCS(=O)(=O)C3)[nH]c2cc1OC (configuration not stated)	2.9	19	-3	1	5	1	6	-16	2
Cc1ccccc1C(=O)Nc1ccc(S(=O)(=O)N2CCOCC2)cc1	0.8	-14	i	0	-6	1	2	6	-1
NNc1nc2sc3c(c2c(=O)[nH]1)CCc1ccccc1-3	2.0	3	3	0	-12	2	-18	11	0
Cn1ccnc1SCC(=O)c1ccc([N+](=O)[O-])cc1	2.4	14	-37	-2	-15	3	-13	11	3
O=C(Nc1ncc2c(n1)-c1ccccc1CC2)c1cccc(Cl)c1	0.7	25	4	0	-1	0	5	2	2
CC(=O)c1ccc(N2C(=O)NC3(CCCCC3)C2=O)cc1	2.7	8	0	-3	1	0	-5	-6	0
COc1ccccc1NC(=O)C1CCC(CNc2c(N3CCCCC3)c(=O)c2=O)CC1 (configuration not stated)	2.7	6	-1	-3	5	2	-2	3	-2
COc1ccc(NC(=O)Cn2nnc(-c3ccccc3NC(=O)c3cccs3)n2)cc1	0.7	23	-10	1	-1	0	10	7	-2
CN(C)c1ccc(C2CNC(c3ccc(Cl)c([N+](=O)[O-])c3)c3[nH]c4ccccc4c32)cc1 (configuration not stated)	4.3	0	30	-6	-16	0	-26	13	21*
CCCC(=O)c1cc(F)c(N2CCN(CCC#N)CC2)cc1C	1.0	4	0	2	0	2	10	-1	-1
CCOC(=O)c1sc(C)c2c(=O)n(CCc3ccccc3)nnc12	1.2	6	-13	0	1	3	0	0	-1
CCCCn1nc(C(=O)N2CCN(S(=O)(=O)c3ccccc3)CC2)c2ccccc2c1=O	0.5	5	0	4	4	8	11	0	-4
CC1CCN(CCCNC(=O)C2CCN(S(=O)(=O)N3CCCCC3)CC2)CC1	3.4	-6	13	-1	2	0	8	-1	-2
COC(=O)c1ccccc1S(=O)(=O)NC(=O)c1ccccc1	-1.9	-9	2	3	0	1	-15	0	-1
CCOc1cc(/C=C2/SC(=S)N(Cc3ccccc3)C2=O)ccc1O	-1.9	i	-6	3	-9	5	-14	-6	4
Cc1cc(C)c(C)c(S(=O)(=O)NCc2ccc(C(=O)N3CCCCC3)cc2)c1C	2.4	3	-9	-2	-6	0	8	10	0

Reformatted with bars between the fields: entries from further up
Structure | PP5 inh | VLA-4 inh | JMJD2C inh | CTSL1 counter | procasp3 activ | GRK2 inh | proCasp7 act | HCV core dimer | PP1 inh
O=C(c1ccccc1)c1nn(-c2ccc(Cl)cc2)cc1C(=O)c1cc2ccccc2oc1=O | 2.9 | 1 | -23 | -2 | -1 | 0 | 7 | 13 | 1
Cc1ccc(-c2sc(C)nc2CC(=O)O)cc1 | -0.7 | 1 | 2 | -4 | 1 | 2 | 7 | -1 | -5

(continued)
SMILES	PP5 inh	VLA-4 inh	JMJD2C inh	CTSL1 counter	procasp3 activ	GRK2 inh	proCasp7 act	HCV core dimer	PP1 inh
COC(=O)COc1ccc(S(=O)(=O)Nc2ccc3c(c2)OCO3)cc1	2.5	9	8	0	2	1	14	7	0
Cc1cc2oc(=O)c3c(c2cc1OCc1nn[nH]n1)CCCC3	1.6	1	3	1	3	2	4	4	-2
CCCCCC[n+]1c(-c2ccccc2)csc1Nc1ccccc1	-0.8	-12	-3	1	7	0	-1	-5	1
CCN1C(=O)/C(=C\c2ccc(F)cc2)N=C1SCC(=O)NCc1ccco1	1.2	-7	-1	1	0	5	-2	-4	-2
O=C(Cc1ccc(-c2ccccc2)cc1)NNC(=S)NCc1ccco1	0.9	22	-1	-4	8	2	-5	0	-2
O=C1c2cc(Br)ccc2N(Cc2ccc(Br)cc2)S(=O)(=O)C1c1cc(Cl)c(Cl)cc1[N+](=O)[O-] (configuration not stated)	.	-19	-2	.	3	2	3	.	.
COC(=O)c1ccccc1NC(=O)CSc1nncn1-c1cccnc1	1.1	-11	7	-1	2	0	-10	1	2
Cc1ccc(S(=O)(=O)N2CCN(C(=O)CSc3nc4ccccc4c(=O)[nH]3)CC2)c(C)c1	2.2	13	3&20	-3	5	2	0	11	3
Cc1ccc(S(=O)(=O)Nc2cccc(C(=O)NCC3(N4CCCCC4)CCCCC3)c2)cc1F	-2.0	11	0	0	8	0	-4	1	4
CNC(=O)c1c(NC(=O)c2ccco2)sc2c1CCCC2	5.5	17	-4	0	6	1	2	1	3
C=CCNC(=O)c1onc(CSc2ccc(F)c(F)c2)c1C(=O)O	1.4	31	1	-2	1	1	0	1	0
Cn1ccc(C(=O)OCC(=O)Nc2cccc3ccccc23)n1	-0.6	6	-3	-3	0	3	11	-5	2
Cc1cc[n+](-c2[nH]c(=O)sc2/C=N/N=C(\[O-])CCn2c3ccccc3c3ccccc32)cc1	0.6	-1	0	0	-1	3	8	26	0
Cn1c(SCC(=O)NCc2ccco2)nnc1-c1ccc(S(=O)(=O)N2CCOCC2)cc1	0.5	11	-9	-2	0	7	-5	12	0
Cc1cc(N)nc2nc(C(F)(F)F)nn12	-0.5	10	-13	-4	8	0	11	-1	4
CNc1nc(C)c(C#N)cc1C(C)=O	0.3	7	11	3	1	0	5	-4	-2
CC(=O)Nc1ccc(NC(=O)c2c(C)nc3ccccn23)cc1	-0.4	-5	7	-4	-2	0	-6	-14	-3
O=C(NCCCCNC(=O)c1cccnc1Cl)c1cccnc1Cl	-1.2	-6	6	2	-8	1	2	-4	-5
O=S(=O)(c1ccc(Br)s1)N1CCC2(CC1)OCCO2	0.3	8	16	-2	-7	0	1	3	0
COCCNC(=O)CSc1nc2ccc(N3CCOCC3)cc2c(=O)n1CCc1ccccc1	2.8	-20	2	3	6	28	-4	6	7
O=C(CN1C(=O)CCC1=O)Nc1nc2c(F)cc(F)cc2s1	-0.9	18	-16	2	-5	2	-3	-6	0

Entries of single compounds from above. Order of values: PP5 inh, VLA-4 inh, JMJD2C inh, CTSL1 counter, procasp3 activ, GRK2 inh, proCasp7 act, HCV core dimer, PP1 inh
Cn1c(SCC(=O)NCc2ccco2)nnc1-c1ccc(S(=O)(=O)N2CCOCC2)cc1 is listed as 0.5, 11, -9, -2, 0, 7, -5, 12, 0
O=C(NCCCCNC(=O)c1cccnc1Cl)c1cccnc1Cl is listed as -1.2, -6, 6, 2, -8, 1, 2, -4, -5
Cc1cc[n+](-c2[nH]c(=O)sc2/C=N/N=C(\[O-])CCn2c3ccccc3c3ccccc32)cc1 is listed as 0.6, -1, 0, 0, -1, 3, 8, 26, 0
O=S(=O)(c1ccc(Br)s1)N1CCC2(CC1)OCCO2 is listed as 0.3, 8, 16, -2, -7, 0, 1, 3, 0

No enrichment for hits (roughly 2.6% active in at least one column).
